Screening data (PubChem)
RXFP1 agonist: agonists of human relaxin receptor RXFP1; Q9HBX9; HEK293T-RXFP1 cAMP TR-FRET, 30 min; response scale: percent of porcine relaxin response, buffer zero; Potency, µM (top dose mostly 57.5 µM), inactives show top-dose activation, usual class: activators; 0.3% of 370,000 active; AID 2676; also: potency is read from the fitted curve at half-maximal effect; % is scaled to controls: 0 for no effect and ±100 for the full control effect; nearly all actives have a fitted effect of over 60% in size; many of its hits are not listed in these tables
Target sequence (Q9HBX9 whole entry, looked up): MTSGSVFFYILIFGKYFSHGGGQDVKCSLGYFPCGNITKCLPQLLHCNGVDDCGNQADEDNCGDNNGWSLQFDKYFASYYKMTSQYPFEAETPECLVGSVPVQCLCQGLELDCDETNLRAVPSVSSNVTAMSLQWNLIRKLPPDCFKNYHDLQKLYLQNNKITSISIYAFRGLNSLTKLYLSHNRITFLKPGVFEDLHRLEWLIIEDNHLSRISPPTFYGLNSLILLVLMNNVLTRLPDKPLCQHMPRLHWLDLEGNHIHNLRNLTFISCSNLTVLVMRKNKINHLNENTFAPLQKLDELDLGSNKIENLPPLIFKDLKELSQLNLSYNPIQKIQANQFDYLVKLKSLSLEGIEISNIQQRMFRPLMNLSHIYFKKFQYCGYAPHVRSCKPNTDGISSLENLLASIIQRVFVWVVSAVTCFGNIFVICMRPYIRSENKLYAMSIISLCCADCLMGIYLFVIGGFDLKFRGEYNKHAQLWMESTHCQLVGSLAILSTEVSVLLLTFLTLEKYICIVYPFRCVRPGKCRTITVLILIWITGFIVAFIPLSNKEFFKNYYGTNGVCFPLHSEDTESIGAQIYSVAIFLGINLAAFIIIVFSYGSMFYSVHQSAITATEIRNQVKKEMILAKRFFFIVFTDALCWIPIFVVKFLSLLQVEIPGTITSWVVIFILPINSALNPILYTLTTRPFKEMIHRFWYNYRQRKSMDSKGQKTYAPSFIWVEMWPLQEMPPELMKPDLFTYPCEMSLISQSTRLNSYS
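HEK293T cells stably expressing RXFP1 were pretreated with the PDE4 inhibitor Ro 20174, exposed to compounds for 30 min at 37C, lysed, and cAMP was read by TR-FRET. Data normalized to buffer (basal) and 29 nM porcine relaxin (100%).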
D1 antagonist: antagonists of human D1 dopamine receptor. P21728. HEK293 TREx D1 cells, calcium flux, dopamine EC80; hits give low values. activity change, negative = inhibition, % at 10 µM. 3.2% of 360,000 active. AID 504652; in the data active = activity change below about -30%; also: % is scaled to controls: 0 for no effect and ±100 for the full control effect
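Compound effects on dopamine-evoked calcium signalling were measured in tetracycline-induced HEK293 Trex D1 cells. Dopamine at EC80 followed a 180 s compound pre-read, and fluorescence was tracked kinetically for 180 s more.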
D1 potentiator: potentiators of human D1 dopamine receptor. 0.036% of 360,000 active. potentiation, % at 10 µM. P21728. HEK293 TREx D1 cells, calcium flux, dopamine EC20 potentiation; in the data active = potentiation above about 30%; also: 0% is about no effect
RXFP1 antagonist: RXFP1 (human) relaxin receptor antagonism; 0.59% of 350,000 active; activity change, negative = inhibition, % at 57.5 µM; AID 1259400; HEK293-RXFP1, relaxin-stimulated cAMP HTRF, 30 min; hits give low values;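 active = activity change of -60% or lower, but not beyond a set lower limit; inconclusive = change between -60% and -40%, or beyond the set limit; inactive = change above -40%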; also: % is scaled to controls: 0 for no effect and ±100 for the full control effect
Apoferritin bind: binds horse apoferritin like a general anesthetic. apoferritin/1-aminoanthracene competitive binding, fluorescence. Potency, µM (series often up to 77.5 µM), inactives show at the highest dose activity change, negative = displacement, most hits filed as inhibitors. 0.074% of 350,000 active; also: potency is read from the fitted curve at half-maximal effect; % is scaled to controls: 0 for no effect and ±100 for the full control effect; nearly all actives have a fitted effect of over 20% in size
Target sequence (P02791 2-175 limits assumed): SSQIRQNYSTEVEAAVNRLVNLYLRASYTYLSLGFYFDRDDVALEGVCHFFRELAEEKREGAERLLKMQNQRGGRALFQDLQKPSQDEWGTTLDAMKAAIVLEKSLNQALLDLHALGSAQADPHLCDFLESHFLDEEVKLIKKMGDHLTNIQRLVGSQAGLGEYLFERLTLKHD
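In PBS, apoferritin at 10 uM is loaded with 1-AMA from a 50% saturated solution. After 10 min of compound exposure at ambient temperature, reduced 535 nm fluorescence indicates probe displacement.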
D1 ag: human D1 receptor agonism; AID 504660; P21728; 1% of 360,000 active; activation, % at 2 µM; HEK293 T-REx D1 cells, calcium flux, agonist mode; in the data active = activation above about 30%; also: 0% is about no effect
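Agonism was scored from calcium flux recorded over 180 s (1 read/s) after pintool compound addition, following a 10-cycle baseline. Cells were inducible force-coupled HEK293 TREx D1, plated overnight at 30 C and loaded with no-wash calcium dye.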
TRHR enhancer: allosteric enhancers of human TRH receptor. 0.66% of 360,000 active. AID 493056. P34981. TRHR cells, fluo-8 calcium fluorescence, EC20 TRH enhancement. enhancement, % at 2 µM; in the data active = enhancement above about 30%; also: 0% is about no effect
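Enhancer read-out: after compound pinning and an initial kinetic agonist-mode read, an EC20 of TRH (10 nM final) was injected and fluo-8 calcium signal (Ex 480/Em 530) followed at 1 s/cycle for 100 cycles in TRHR-expressing cells.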
D2 PAM: D2 dopamine receptor (human) potentiation; P14416; HEK293 T-REx D2, calcium flux, EC20 dopamine potentiation; potentiation, % at 10 µM; 0.34% of 340,000 active; AID 485347;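 active = potentiation over 3 SD above the plate norm, cut at about 30% in these data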; also: 0% is about no effect
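Primary screen. Calcium kinetics in induced HEK293 T-REx D2 cells: compound pre-addition 180 s, EC20 dopamine, 180 s more.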
TRHR ag: activates the human TRH receptor; TRHR cells, calcium flux fluo-8, FDSS agonist mode; activation, % at 2 µM; 0.18% of 360,000 active; P34981; AID 493084; in the data active = activation above about 30%; also: 0% is about no effect
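Fluo-8-loaded TRHR cells; 10 s baseline, compound added, kinetic Ca2+ fluorescence read 1/s, agonist mode.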
Starred values were filed as active, the others as inactive; ? = inconclusive; / = not tested or not shown. Unless noted, calls follow the shape of the dose curve; as a rule, active = well fitted curve in the direction sought with a large enough effect; inconclusive = small, poorly fitted or top-dose-only effect, or another doubt; inactive = no such curve, though single readings can be large; an effect the other way counts as inactive or inconclusive.

Abbreviations: A = RXFP1 agonist; B = D1 antagonist; C = D1 potentiator; D = RXFP1 antagonist; E = Apoferritin bind; F = D1 ag; G = TRHR enhancer; H = D2 PAM; I = TRHR ag
> O=C(NC(=S)Nc1ccc(Cl)c(C(=O)O)c1)c1cncc(Br)c1
  A = 3.9% | B = 0 | C = -1 | D = 7 | E = 0% | F = 6 | G = -6 | H = 3 | I = -0.9

> CC1CC(C)CN(CCCNC(=O)CN2C(=O)c3cccnc3Oc3ccccc32)C1 (stereo unspecified)
  A = 1.4% | B = -5 | C = -7 | D = -11 | E = -3% | F = 7 | G = 4 | H = -3 | I = 1.2

> CN(C)CCCN(C(=O)c1ccc(S(=O)(=O)N(C)C2CCCCC2)cc1)c1nc2ccc(Br)cc2s1
  A = 1.2% | B = -7 | C = -8 | D = -19 | E = ? | F = 23 | G = 0 | H = -8 | I = 1.4

> CSc1cccc(NC(C)C(=O)NCc2ccccc2)c1 (stereo unspecified)
  A = 2.1% | B = -1 | C = 5 | D = -15 | E = 0% | F = 1 | G = -1 | H = 6 | I = -0.8

> CS/C(=C/[N+](=O)[O-])Nc1cccc2c1C(C)CC2(C)C (stereo unspecified)
  A = 1.2% | B = 3 | C = -1 | D = -25 | E = ? | F = 0 | G = 8 | H = -12 | I = -0.1

> Cc1ccnc(N2CCC(C(=O)Nc3nnc(C)s3)CC2)n1
  A = 3.2% | B = -4 | C = -5 | D = 12 | E = -21% | F = 3 | G = -4 | H = 19 | I = -0.7

> COc1ccc(CNc2nc3c(c(=O)[nH]c(=O)n3C)n2Cc2ccccc2C)cc1
  A = 0.8% | B = -4 | C = -2 | D = / | E = -12% | F = 2 | G = 3 | H = 6 | I = -0.3

> CC(C)(C)C1CCC(=NNC(=O)c2ccccc2-n2cccc2)CC1 (stereo unspecified)
  A = -2.6% | B = 4 | C = 2 | D = -6 | E = -12% | F = 4 | G = 0 | H = 11 | I = 0.9

> c1cc(CNCCCN2CCOCC2)ccn1
  A = 3.0% | B = -17 | C = -5 | D = 11 | E = -8% | F = 4 | G = -3 | H = 1 | I = 1.8

> Cc1ccccc1NC(=S)NC1CCN(Cc2ccccc2)CC1
  A = 0.7% | B = -19 | C = -4 | D = -7 | E = -8% | F = 3 | G = 4 | H = -27 | I = 0.9

> O=C(NNC(=O)c1cc(-c2ccncc2)nc2ccccc12)Nc1ccc(F)cc1
  A = 1.0% | B = -18 | C = 0 | D = -16 | E = -19% | F = 2 | G = 2 | H = -8 | I = 0.4

> CCn1nc(C(=O)N2CCN(Cc3ccc4c(c3)OCO4)CC2)c2ccccc2c1=O
  A = 0.1% | B = -10 | C = -2 | D = 7 | E = -18% | F = 1 | G = 0 | H = -24 | I = -1.2

> CC(=O)N1c2ccc(S(=O)(=O)N3CCC(C(=O)N4CC(C)CC(C)C4)CC3)cc2CC1C (stereo unspecified)
  A = 1.3% | B = 5 | C = -2 | D = 11 | E = -7% | F = 0 | G = 1 | H = -18 | I = -1.5

> Clc1cccc(-c2cc3nc4c(c(N5CCN(c6cnccn6)CC5)n3n2)CCCC4)c1
  A = 3.1% | B = 27 | C = -3 | D = -5 | E = 3% | F = 1 | G = 0 | H = 1 | I = 0.2

> CN(Cc1ccccn1)C(=O)C1CCC(=O)N(Cc2cccc(C(F)(F)F)c2)C1 (stereo unspecified)
  A = -0.4% | B = 2 | C = -1 | D = 24 | E = -1% | F = 0 | G = -1 | H = -2 | I = 0.1

Structural class: the compounds so far containing a Cl atom.
Abbreviations: A = RXFP1 agonist; B = D1 antagonist; C = D1 potentiator; D = RXFP1 antagonist; E = Apoferritin bind; F = D1 ag; G = TRHR enhancer; H = D2 PAM; I = TRHR ag
> O=C(NC(=S)Nc1ccc(Cl)c(C(=O)O)c1)c1cncc(Br)c1
  A = 3.9% | B = 0 | C = -1 | D = 7 | E = 0% | F = 6 | G = -6 | H = 3 | I = -0.9

> Clc1cccc(-c2cc3nc4c(c(N5CCN(c6cnccn6)CC5)n3n2)CCCC4)c1
  A = 3.1% | B = 27 | C = -3 | D = -5 | E = 3% | F = 1 | G = 0 | H = 1 | I = 0.2

(further entries)
Abbreviations: A = RXFP1 agonist; B = D1 antagonist; C = D1 potentiator; D = RXFP1 antagonist; E = Apoferritin bind; F = D1 ag; G = TRHR enhancer; H = D2 PAM; I = TRHR ag
> O=c1cc(/N=C/c2coc3cc(Br)ccc3c2=O)[nH]c(=S)[nH]1
  A = 3.7% | B = -3 | C = -2 | D = -17 | E = -18% | F = -1 | G = -1 | H = 2 | I = 0.3

> CSc1ccccc1OCc1cc(C(=O)N(C)C(C)c2nc(C)cs2)no1 (stereo unspecified)
  A = 1.7% | B = 5 | C = 6 | D = -2 | E = ? | F = 1 | G = 19 | H = 16 | I = -1.2

> O=C(NCCCO)c1c(O)c2cccc3c2n(c1=O)CCC3
  A = 11% | B = 1 | C = 7 | D = -2 | E = -3% | F = 0 | G = 0 | H = -1 | I = -0.3

> O=C(O)CCCCCCCCCCP(=O)(c1ccccc1)c1ccccc1
  A = 0.3% | B = -1 | C = -5 | D = -4 | E = -11% | F = 1 | G = -1 | H = 6 | I = 0.2

> Cc1ccc(C)c(NC(=O)CN(C)C(=O)c2ccc(-n3cncn3)c([N+](=O)[O-])c2)c1
  A = -1.0% | B = 8 | C = -16 | D = -18 | E = / | F = 1 | G = 3 | H = 6 | I = 0.0

> C[C@@H]1C[C@H]2[C@@H]3CCC4=CC(=O)C=C[C@]4(C)[C@@]3(F)[C@@H](O)C[C@]2(C)[C@H]1C(=O)CO
  A = 0.3% | B = 9 | C = -2 | D = -29 | E = -5% | F = 0 | G = 1 | H = -4 | I = 0.8

> C=CCOC(=O)c1ccc(N2CCN(c3ccccc3)CC2)nc1
  A = -0.4% | B = -1 | C = -4 | D = -28 | E = 3% | F = 2 | G = -1 | H = 15 | I = 0.6

> O=C(CSc1nc(-c2ccco2)cc(C(F)(F)F)n1)NCCCn1ccnc1
  A = 1.5% | B = -3 | C = 0 | D = / | E = -1% | F = -2 | G = -2 | H = 6 | I = 0.2

> CC(C)C(NC(N)=O)C(=O)NC1CCCCC1 (stereo unspecified)
  A = -2.3% | B = 7 | C = 7 | D = / | E = 1% | F = 0 | G = 3 | H = 1 | I = 0.1

> c1ccc(OCc2nnc3n2CCCCC3)cc1
  A = -17% | B = 6 | C = 3 | D = 14 | E = 12% | F = 3 | G = -11 | H = -5 | I = 0.0

> COc1ccc(Br)cc1/C=C(\C(=O)O)c1ccc(S(=O)(=O)N2CCCCC2)s1
  A = -1.1% | B = 2 | C = 3 | D = -16 | E = / | F = 0 | G = 0 | H = 0 | I = -0.1

> Cc1cc(/C=C2\C(=N)N3N=C(C(C)C)SC3=NC2=O)c(C)n1-c1ccccc1
  A = -2.2% | B = 7 | C = -2 | D = -4 | E = -11% | F = 2 | G = 3 | H = -6 | I = -0.3

> CC1(C(=O)Oc2ccccc2)Cc2ccccc2C(=O)O1 (stereo unspecified)
  A = 0.6% | B = / | C = -4 | D = 5 | E = -23% | F = 1 | G = -3 | H = / | I = 0.3

> COC(=O)C(CC(C)C)NC(=O)c1ccc([N+](=O)[O-])cc1 (stereo unspecified)
  A = 0.5% | B = 3 | C = -6 | D = 7 | E = -11% | F = 3 | G = -2 | H = -2 | I = 0.3

> COc1ccc(C(=O)NCC(=O)OCc2ccccc2F)cc1
  A = -0.3% | B = 4 | C = -1 | D = -12 | E = -8% | F = 0 | G = 2 | H = -1 | I = -0.9

> O=C(NCCN1CCCC1)c1ccccc1Cl
  A = -1.7% | B = -4 | C = 1 | D = -12 | E = -3% | F = 0 | G = 11 | H = -8 | I = 1.0

> COc1ccc(-c2cn3nc(N4CCC(C(=O)Nc5cc(Cl)ccc5C)CC4)sc3n2)cc1
  A = 3.6% | B = 21 | C = -1 | D = -17 | E = -12% | F = -1 | G = 5 | H = / | I = 0.0

> CCOc1ccccc1/C=C(/NC(=O)c1ccccc1)C(=O)NCC(=O)O
  A = -1.7% | B = -3 | C = 0 | D = 1 | E = -11% | F = -1 | G = 16 | H = -4 | I = 0.8

> Cc1ccc(S(=O)(=O)N2CCN(CC(=O)N/N=C/C=C/c3ccccc3)CC2)cc1
  A = -0.3% | B = -2 | C = -2 | D = -23 | E = -8% | F = 6 | G = 1 | H = 2 | I = 0.2

> Cc1nnc(SCC(=O)Nc2ncc3c(n2)CC(c2ccccc2)CC3=O)s1 (stereo unspecified)
  A = -0.4% | B = / | C = 0 | D = -9 | E = -12% | F = -2 | G = -11 | H = -6 | I = -0.9

> Cc1ccc(-c2nc(CS(=O)CC(=O)NC(C)CCc3ccccc3)c(C)o2)cc1 (stereo unspecified)
  A = -0.5% | B = 2 | C = 4 | D = 5 | E = -22% | F = 11 | G = 5 | H = -7 | I = 1.1

> CCc1ccccc1NC(=O)C1CCCN(c2cnccn2)C1 (stereo unspecified)
  A = 1.8% | B = -5 | C = 3 | D = -17 | E = 5% | F = 0 | G = 16 | H = 11 | I = -0.5

> Cc1ccc(CNS(=O)(=O)c2c(C)[nH]c(C)c2C(=O)N2CCCCC2)o1
  A = 0.8% | B = -2 | C = -2 | D = 26 | E = -3% | F = 1 | G = -1 | H = -8 | I = 0.8

> COCCN(CCOC)c1nc(-c2ccc(C)cc2)nc2ccccc12
  A = 3.3% | B = 11 | C = -2 | D = ? | E = -13% | F = 5 | G = 3 | H = 4 | I = 0.2

> CCOc1cc(C2C(C(=O)Nc3ccccc3)=C(C)Nc3ncnn32)cc(Br)c1O (stereo unspecified)
  A = 2.1% | B = -14 | C = -1 | D = / | E = -8% | F = 2 | G = -2 | H = -9 | I = 1.3

> COc1cc(OC)c(NC(=O)CCn2cccn2)cc1Cl
  A = -1.6% | B = 6 | C = -6 | D = -11 | E = 2% | F = 0 | G = 5 | H = -17 | I = -0.2

> COc1ccc(NC(=O)CSc2nnc(NC(=O)Nc3ccccc3)s2)c(OC)c1
  A = 1.8% | B = / | C = -2 | D = -5 | E = -6% | F = -1 | G = -1 | H = 4 | I = 0.1

> Cc1ccc(C2CC(c3cccc(NS(C)(=O)=O)c3)=NN2S(C)(=O)=O)cc1 (stereo unspecified)
  A = 0.9% | B = 25 | C = 4 | D = 6 | E = -5% | F = 2 | G = 4 | H = 7 | I = 0.3

> C#CCOCCOCCOCCNc1nc(N2CCN(C(=O)[C@H](CCCCN)n3cc(C(N)CO)nn3)CC2)nc(N2CCN(C(=O)[C@H](CCC(=O)O)n3cc(C(N)[C@H](C)CC)nn3)CC2)n1 (stereo partly specified)
  A = 1.4% | B = 11 | C = -4 | D = / | E = -1% | F = -2 | G = 1 | H = / | I = -0.2

> CC(/C=N/NC(=O)Cc1cccn1C)=C\c1ccco1
  A = -2.1% | B = -3 | C = 6 | D = 0 | E = -17% | F = 1 | G = -3 | H = 7 | I = 0.5

Some of the compounds tested. The share of hits here may be higher or lower than overall.
